Bcl-B Bim block: inhibitors of Bim-Bcl-B binding, primary screen, biochemical, multiplexed, human Bcl-2 family; Bcl-2-like protein 10 (Homo sapiens), Q9HD36; bead-based flow cytometry, Bim peptide-Bcl-B binding; inhibition, % at 10 µM; 190,000 tested, 0.073% active; AID 951, 2007;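 further: 0% = tracer peptide without compound and 100% = reference inhibitor peptide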
HRas wt GTP: modulators of GTP binding to HRas wildtype, primary screen, biochemical, bead-based flow cytometry, multiplex. GTPase HRas (Homo sapiens), P01112. GST-Ras wt beads, Bodipy-FL-GTP binding; actives lie on both sides. GTP binding activity, % at 10 µM. 190,000 tested, 0.14% active. AID 759, 2007;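 active means GTP binding activity at least 20% away from the 100% baseline, either lowered as inhibitor or raised as activator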;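 further: 0% = unlabeled GTP competition control and 100% = no-compound control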
Target sequence (P01112 whole entry, looked up): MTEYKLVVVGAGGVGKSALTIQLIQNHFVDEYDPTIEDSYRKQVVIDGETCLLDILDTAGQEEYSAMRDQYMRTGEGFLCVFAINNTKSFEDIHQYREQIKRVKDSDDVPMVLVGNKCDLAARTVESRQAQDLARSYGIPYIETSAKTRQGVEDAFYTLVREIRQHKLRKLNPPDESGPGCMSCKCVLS
Rac1 wt GTP bind: wildtype Rac1 GTP binding modulators, primary screen, biochemical, GST-Rac1 beads, flow cytometry, multiplex; Ras-related C3 botulinum toxin substrate 1 (Homo sapiens), P63000; fluorescent GTP binding; actives lie on both sides; 0 = cold GTP competed, 100 = untreated; GTP binding activity (% of control), % at 10 µM; 190,000 tested, 0.27% active; AID 757, 2007;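 active means GTP binding activity at least 20 points away from the 100% control level, either lower or higher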
Rab2 wt GTP: modulators of GTP binding to Rab2A wildtype, primary screen, biochemical, dog, bead-based flow cytometry, multiplex | Ras-related protein Rab-2A (Canis lupus familiaris), P61105 | GST-Rab2 wt beads, Bodipy-GTP binding | GTP binding activity, % at 10 µM | 190,000 tested, 0.19% active | AID 760, 2007;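 active means GTP binding activity at least 20 points away from 100%, either lowered or raised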;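 further: 0% = beads with excess unlabeled GTP and 100% = no-compound control corrected for plate trend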
Bcl-W Bim block: inhibitors of Bim binding to Bcl-W, primary screen, biochemical, multiplexed, bead-based flow cytometry | Bim peptide-Bcl-W binding | AID 952, 2007 | 190,000 tested, 0.02% active | Bcl-2-like protein 2 (Homo sapiens), Q92843 | inhibition, % at 10 µM;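 further: 0% = bound tracer without compound and 100% = peptide blocker; higher means less fluorescent Bim peptide bound to Bcl-W beads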
Target sequence (Q92843 whole entry, looked up): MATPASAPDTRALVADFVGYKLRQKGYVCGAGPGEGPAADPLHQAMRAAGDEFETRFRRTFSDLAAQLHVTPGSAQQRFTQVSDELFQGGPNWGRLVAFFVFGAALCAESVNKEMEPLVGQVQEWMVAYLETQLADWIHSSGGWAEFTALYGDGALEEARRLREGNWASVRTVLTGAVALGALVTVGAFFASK
Rab7 wt GTP bind: modulators of GTP binding to Rab7, primary screen, biochemical, wildtype, multiplex bead flow cytometry; Rab7 GTPase wild type (dog), Bodipy-FL-GTP binding; GST-Rab7 beads, fluorescent GTP binding; actives lie on both sides; untreated = 100%, excess cold GTP = 0%; GTP binding activity (percent of control), % at 10 µM; 190,000 tested, 0.055% active; AID 758, 2007;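 active means fluorescent GTP binding to Rab7 beads changed by at least 20 points from the 100% baseline, either direction, mostly lower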;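 further: median green fluorescence of bound Bodipy-FL-GTP per Rab7 bead population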
Rac1 mut GTP: GTP binding modulators of activated mutant Rac1, primary screen, biochemical, bead-based flow cytometry, multiplex, fluorescent GTP; Ras-related C3 botulinum toxin substrate 1 (Homo sapiens), P63000; GST-Rac1 activated beads; actives lie on both sides; 100% means binding = to untreated wells; percent activity (GTP binding), % at 10 µM; 190,000 tested, 0.11% active;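 active means GTP binding at least 20 percentage points away from the 100% baseline, in either direction, so actives lie on both sides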
Cdc42 wt: modulators of GTP binding to wildtype Cdc42, primary screen, biochemical, multiplex bead flow cytometry, Bodipy-GTP; Cell division control protein 42 homolog (Homo sapiens), P60953; GST-Cdc42 beads; actives lie on both sides; percent activity (GTP binding), % at 10 µM; 190,000 tested, 0.2% active; AID 761, 2007;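 active means percent activity GTP binding at least 20 points away from the 100% baseline, either down as inhibitor or up as activator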;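 further: median bead fluorescence of bound Bodipy-FL-GTP at 100 nM; 0% = excess unlabeled GTP control and 100% = no compound control; below 100% means less GTP binding so inhibitor and above means activator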
Target sequence (P60953 whole entry, looked up): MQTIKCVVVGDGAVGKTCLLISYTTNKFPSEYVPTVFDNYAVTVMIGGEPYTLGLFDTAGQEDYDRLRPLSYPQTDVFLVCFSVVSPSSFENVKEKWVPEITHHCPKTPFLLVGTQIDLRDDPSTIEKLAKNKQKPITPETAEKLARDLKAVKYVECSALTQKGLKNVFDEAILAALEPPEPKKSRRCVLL
Bcl-2 Bim block: inhibitors of Bim-Bcl-2 binding, primary screen, biochemical, multiplexed, human Bcl-2 family | Apoptosis regulator Bcl-2 (Homo sapiens), P10415 | Bead-based flow cytometry, Bim peptide-Bcl-2 binding | inhibition, % at 10 µM | 190,000 tested, 0.06% active | AID 950, 2007; in the data active means inhibition above about 40%;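 further: 0% = no compound wells with probe peptide and 100% = reference peptide inhibitor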
Bfl-1 Bim block: inhibitors of Bim binding to Bfl-1, primary screen, biochemical, multiplexed, bead-based flow cytometry; Bim-Bfl-1 binding inhibition; inhibition, % at 10 µM; 190,000 tested, 0.12% active; AID 1008, 2008;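 further: 0% = wells without compound plus tracer and 100% = blocker peptide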
Bcl-XL Bim block: inhibitors of Bim-Bcl-XL binding, primary screen, biochemical, multiplexed, bead flow cytometry, human Bcl-XL; inhibition, % at 10 µM; 190,000 tested, 0.04% active; Bcl-2-like protein 1 (Homo sapiens), Q07817; Bim peptide-Bcl-XL binding, fluorescence
Target sequence (Q07817 whole entry, looked up): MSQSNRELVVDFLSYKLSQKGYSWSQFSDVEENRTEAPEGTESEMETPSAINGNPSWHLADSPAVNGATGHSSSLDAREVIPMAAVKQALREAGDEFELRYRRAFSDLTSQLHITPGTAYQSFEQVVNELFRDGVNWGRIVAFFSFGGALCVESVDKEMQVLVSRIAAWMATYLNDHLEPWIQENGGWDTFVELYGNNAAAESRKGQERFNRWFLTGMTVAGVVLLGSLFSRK
Active calls of the source: *. Unless noted, no stated cut-off is given here; in the data, active means inhibition above about 40%.

Compound	Bcl-B Bim block	HRas wt GTP	Rac1 wt GTP bind	Rab2 wt GTP	Bcl-W Bim block	Rab7 wt GTP bind	Rac1 mut GTP	Cdc42 wt	Bcl-2 Bim block	Bfl-1 Bim block	Bcl-XL Bim block
O=C(COc1ccccc1)N1CCc2ccccc21	-6	97	102	97	-2	98	100	99	1	0	-4
COc1ccc(/C=N/NC2=NCCCCC2)c(OC)c1	-2	98	103	99	-2	98	97	100	-3	-5	0
CC(c1ccco1)N(C(=O)c1ccc(F)cc1)c1ccccn1 (stereo not given)	-5	94	96	96	-3	95	95	100	-1	-5	-2
COc1ccccc1/C(C)=N/NC(=S)NCc1ccccc1	-3	97	97	98	-2	104	95	98	-2	-1	-4
CC(=O)Nc1cccc(NC(=O)c2cc(-c3cccnc3)nc3ccc(Br)cc23)c1	-4	102	98	102	1	101	100	101	-4	-1	0
Cc1cc(C(F)(F)F)c(C#N)c(Sc2ccccc2)n1	-9	98	95	98	3	97	95	98	-8	-8	0
CCCCN(C)C(=O)c1nc2ccccn2c1CN(C)Cc1csc(C)n1	-6	98	99	98	-2	107	95	96	-4	-7	-2
CCOC(=O)N1CCC(NC(=O)C(C)n2c3ccccc3c3cnn(C)c(=O)c32)CC1 (stereo not given)	-3	103	104	102	-1	104	101	103	-2	0	-4
CCNC(=O)NC(=O)C(C)OC(=O)c1oc2ccc(OCC)cc2c1C (stereo not given)	-6	97	100	97	-4	99	96	100	-10	-12	-13
CCc1ccc(C(=O)Nc2nnn(CC)n2)cc1	-7	96	98	97	-1	96	93	99	-6	-9	-2
CCCCCOP(=O)(c1ccccc1)c1ccccc1	-8	100	103	101	-7	102	100	101	-8	-8	-10
CCOC(=O)c1csc(NC(=O)CSc2nnnn2-c2cccc(OC)c2)n1	-2	100	97	100	-2	99	95	96	-2	-2	-7
CCOC(=O)N1CCN(c2ccc(C(C)=O)cc2F)CC1	1	98	101	98	1	101	100	97	1	3	0
CC(C)NC(NC(=O)/C=C/c1ccccc1)C(Cl)(Cl)Cl (stereo not given)	-1	100	99	98	-3	98	96	100	-4	-7	0
CCOc1ccc(-c2nc3n(c(=O)c2C#N)CCCS3)cc1	0	97	95	96	-3	96	96	99	-1	0	0
Cc1onc(-c2ccccc2)c1C(=O)N/N=C/c1c[nH]c2ccccc12	-2	100	98	97	0	104	97	93	0	-4	-2
COCCN(C(=O)CSc1nnc(Nc2ccccc2F)s1)c1c(N)n(Cc2ccccc2)c(=O)[nH]c1=O	3	104	102	104	2	96	100	104	2	5	2
O=C(Nc1ccon1)c1ccc2c(c1)OCO2	-9	98	102	94	-2	95	100	99	-8	-14	-10
COC(=O)c1ccccc1NC(=O)c1ccco1	-7	102	103	102	5	103	100	102	-9	-8	-7
CCc1nnc(NC(=O)CSc2nc(C)c3c(c2C#N)CCCC3)s1	-2	102	102	101	1	103	99	101	0	0	-1
Cc1c([N+](=O)[O-])c([N+](=O)[O-])nn1CC(=O)N1CCOCC1	-5	96	99	96	1	98	93	98	-4	0	-2
O=C(Nc1ccc(F)cc1)c1ccccc1F	0	99	104	95	10	101	98	99	-3	-4	-1
COC(=O)CC(NC(=O)c1ccco1)c1cccc2ccccc12 (stereo not given)	-6	102	102	100	3	99	99	103	-5	-11	-3
CC(=O)Nc1ccc(C)cc1NC(C)=O	0	103	105	101	0	100	100	105	1	-2	2
O=C(O)c1ccccc1SCC(=O)N1c2ccccc2Sc2ccccc21	-8	96	101	97	-10	97	95	97	-6	-4	-11
COc1ccc(CCn2c(=O)c3cccnc3n(Cc3cccc([N+](=O)[O-])c3)c2=O)cc1OC	-5	98	101	101	0	100	95	99	2	0	-1
C=CCn1c(Cc2cccs2)nnc1SCC(=O)Nc1cccc(OC)c1	-1	93	92	91	0	91	91	91	-6	-2	-4
CC1CCN(CCCCOc2ccccc2-c2ccccc2)CC1	-6	101	105	101	-3	99	100	98	-2	-2	-3
CS(=O)(=O)N1CCN(C(=O)NC2CCCCC2)CC1	0	96	95	98	0	98	97	96	0	-3	0
Cc1ccccc1S(=O)(=O)c1c(C)cc(C)n(C)c1=O	-6	93	94	94	-7	100	93	90	-1	0	-7
Cn1cnc2c(NCc3ccco3)ncnc21	-2	97	102	102	3	103	95	98	4	0	0
O=C(CCl)NC1CCCc2ccccc21 (stereo not given)	1	100	102	98	3	100	96	99	4	-2	2
N#CC1=C(N)Oc2nc[nH]c(=O)c2C1c1cccs1 (stereo not given)	0	94	93	94	-1	88	93	93	-3	-2	-1
CC1=C(C(=O)OCc2ccccc2)C(/C=C/c2ccccc2)N2C(=O)CCSC2=N1 (stereo not given)	-4	103	104	102	-1	101	102	98	-3	-2	-5
O=C1C(=O)N(Cc2cccnc2)C(c2ccccn2)/C1=C(/O)c1ccc(Br)cc1 (stereo not given)	0	101	103	101	0	102	98	104	0	-2	-4
CCOCCCNc1nc2c(c(=O)[nH]c(=O)n2C)n1CCCc1ccccc1	0	104	102	102	-2	100	100	102	-5	0	-1
CC(c1nnc(SCC(=O)NC(=O)NCc2ccco2)n1-c1ccc(Cl)cc1)N(C)C (stereo not given)	-2	93	110	87	-4	87	98	95	-1	-1	-3
Cc1ccc2oc(=O)c(/C=C(\O)c3sc(C)nc3C)nc2c1	-7	100	100	100	-3	100	97	99	-2	-8	-5
CN1C(=O)N(C)c2ccc(C=O)c3cccc1c23	14	86	77*	82	9	89	86	84	7	6	11
NS(=O)(=O)c1ccc(NC(=O)c2ccc(-c3ccccc3)cc2)cc1	11	98	99	97	0	107	96	96	8	7	1
O=S(=O)(c1ccccc1)N1CCN=C1SCc1cccnc1	-6	98	104	103	-2	103	96	101	-3	-5	-3
Cn1c(=O)c2[nH]c(-c3cccnc3)nc2n(C)c1=O	-6	99	100	101	-2	100	98	101	-7	-18	-12
Cc1cc(C)c(C#N)c(N2CCN(Cc3ccc4c(c3)OCO4)CC2)n1	-5	98	99	102	-6	97	99	97	-1	-9	-12
Cc1ccc(OCC(=O)N/N=C2\CCOc3c(C)cccc32)cc1	-7	94	93	91	-1	95	88	91	-5	-12	-8
Cc1cccc(NC(=O)CSc2nnc(C)c(=O)n2N)c1C	0	97	98	96	0	96	98	99	1	3	3
CCc1nc(N)c(C#N)c(-c2ccncc2)c1C	-4	103	105	101	-1	101	100	104	-5	-12	-3
CCN(C(=O)COC(=O)CNS(=O)(=O)c1ccccc1)c1ccccc1	-3	99	99	99	1	97	94	100	0	5	-2
CCCC(=O)NCCc1cc2cc(C)c(C)cc2[nH]c1=O	-1	98	99	97	-2	99	98	99	-8	3	-2

Among those listed so far, these have a nitro group on carbon:
Compound	Bcl-B Bim block	HRas wt GTP	Rac1 wt GTP bind	Rab2 wt GTP	Bcl-W Bim block	Rab7 wt GTP bind	Rac1 mut GTP	Cdc42 wt	Bcl-2 Bim block	Bfl-1 Bim block	Bcl-XL Bim block
Cc1c([N+](=O)[O-])c([N+](=O)[O-])nn1CC(=O)N1CCOCC1	-5	96	99	96	1	98	93	98	-4	0	-2
COc1ccc(CCn2c(=O)c3cccnc3n(Cc3cccc([N+](=O)[O-])c3)c2=O)cc1OC	-5	98	101	101	0	100	95	99	2	0	-1

The listing continues.
Compound	Bcl-B Bim block	HRas wt GTP	Rac1 wt GTP bind	Rab2 wt GTP	Bcl-W Bim block	Rab7 wt GTP bind	Rac1 mut GTP	Cdc42 wt	Bcl-2 Bim block	Bfl-1 Bim block	Bcl-XL Bim block
CCSc1nc(N2CCOCC2)c2c(c1C#N)CC(C)(C)N(C)C2	-11	100	103	101	-1	98	100	103	-9	-13	-1
COc1ccc(OC)c(NC(=O)N2CCCC(CNS(=O)(=O)c3cccs3)C2)c1 (stereo not given)	0	95	97	100	1	98	98	98	-3	-6	0
COCC(=O)N1CCN(c2ccc([N+](=O)[O-])cc2)CC1	-5	98	96	96	-3	98	97	100	1	0	0
O=C(COc1ccccc1)NCC(=O)Nc1ccc(S(=O)(=O)NCc2ccco2)cc1	-15	105	110	105	0	103	100	104	-15	-13	-7
CC1CCN(C(=O)CCCNC(=O)Cn2cnc3sc4c(c3c2=O)CCCC4)CC1	0	102	100	101	0	99	97	99	-1	0	0

Compound activity as filed in PubChem BioAssay.
